Mito fusion act – inhibitors of mitochondrial division or activators of mitochondrial fusion; S. cerevisiae fusion-defective mutant growth rescue, CellTiterGlo 48 h; Potency, µM (highest dose often 46.1 µM), inactives show at the top dose growth rescue (activation), hits mostly activators; 320,000 tested, 0.23% active;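 further: potency means the concentration at half of the fitted maximal effect; % of control where 0% means no effect; nearly all actives have a fitted effect of over 45% in size; temperature-sensitive fusion mutants such as fzo1-1 at 37 °C on non-fermentable ethanol glycerol medium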
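Read-out: ATP-based luminescence (CellTiterGlo, 10 min ambient) reporting growth of fusion-defective ts yeast after 48 hours at 37C on glycerol/ethanol YPEG medium in the presence of compound.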
TCR activator – activates T cell receptor signaling; primary human leukocytes, anti-CD3, IL-2 HTRF, 48 h; Potency, µM (highest dose often 9.22 µM), without a hit: at the top dose activation of IL-2 secretion, most hits filed as activators; 330,000 tested, under 10 active; AID 504894; further: % of control where 0% means no effect
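Primary human leukocytes were stimulated with a-CD3 beads plus compounds for 48 hr without co-stimulation; secreted IL-2 was quantified by HTRF using a-IL-2-K (europium cryptate) and a-IL-2-d2, excited at 320nm with acceptor emission read at 665nm.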
PTAP TSG101 blk – blocks PTAP/TSG101 interaction to inhibit HIV-1 budding; AID 493005; Fluorescence polarization, FITC-PTAP peptide / Tsg101 binding; 340,000 tested, under 10 active; Q99816; Potency, µM (doses to about 115 µM), inactives show at the highest dose activity change, negative = inhibition, most hits filed as inhibitors; active means well fitted inhibition curve with a large enough effect in the main read-out, with a control signal flat, not every such curve was filed as active; inconclusive means small, poorly fitted or top-dose-only effect, or effect the other way, or a change in a side signal; inactive means no such curve, though single readings can be large or run the other way; further: potency means the concentration at half of the fitted maximal effect; % of control where 0% means no effect
Target sequence (Q99816 whole entry, looked up): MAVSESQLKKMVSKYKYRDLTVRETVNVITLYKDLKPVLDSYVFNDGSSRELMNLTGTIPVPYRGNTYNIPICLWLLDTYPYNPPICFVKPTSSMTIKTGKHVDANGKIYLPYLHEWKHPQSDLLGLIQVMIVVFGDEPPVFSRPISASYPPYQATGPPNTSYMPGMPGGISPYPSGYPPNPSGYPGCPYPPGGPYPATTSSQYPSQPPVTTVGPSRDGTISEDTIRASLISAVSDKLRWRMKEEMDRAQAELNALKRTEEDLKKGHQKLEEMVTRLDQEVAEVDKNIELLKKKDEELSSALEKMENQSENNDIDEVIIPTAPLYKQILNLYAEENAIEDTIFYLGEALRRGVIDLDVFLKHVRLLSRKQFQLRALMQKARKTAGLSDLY
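Steps: Tsg101 binding domain dispensed (10 uM final), compounds pinned in DMSO, FITC-labeled PTAP-motif peptide added (50 nM final); after 20 min binding at room temperature, polarization measured.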
Integrin act MD – activators of alpha7 integrin expression for muscular dystrophy. alpha7betagal myoblasts, beta-gal FDG fluorescence, 48 h. Potency, µM (highest dose often 38.3 µM), for the others: top-dose activation, usual class: activators. 350,000 tested, 0.064% active;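 further: potency means the concentration at half of the fitted maximal effect; 100% = response of the positive control SU9516; nearly all actives have a fitted effect of over 60% in size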
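Alpha7betagal+/- myoblasts (passage 13) were plated 16-24 hr, then exposed to compounds (1:260 dilution of DMSO stock) for 48 hours at 37C. After MPER lysis, β-galactosidase reporter activity was read as FDG fluorescence (ex 480/em 540) after 30 minutes.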
Menin MLL FP TR – inhibitors of human menin-MLL interaction, mutant MLL peptide; Menin + Texas Red MLL mutant peptide, fluorescence polarization; Potency, µM (titrated, usually from 61.6 µM), without a hit: at the highest dose FP activity change, negative = inhibition, most hits filed as inhibitors; 270,000 tested, 0.23% active; active means well fitted inhibition curve with a large enough effect in the polarisation, with a control signal flat, not every such curve was filed as active; inconclusive means small, poorly fitted or top-dose-only effect, or effect the other way, or a change in a side signal; inactive means no such curve, though single readings can be large or run the other way; the % refers to the polarisation; further: potency means the concentration at half of the fitted maximal effect; % of control where 0% means no effect; many of its hits are not listed in these tables
Target sequence (O00255 whole entry, looked up): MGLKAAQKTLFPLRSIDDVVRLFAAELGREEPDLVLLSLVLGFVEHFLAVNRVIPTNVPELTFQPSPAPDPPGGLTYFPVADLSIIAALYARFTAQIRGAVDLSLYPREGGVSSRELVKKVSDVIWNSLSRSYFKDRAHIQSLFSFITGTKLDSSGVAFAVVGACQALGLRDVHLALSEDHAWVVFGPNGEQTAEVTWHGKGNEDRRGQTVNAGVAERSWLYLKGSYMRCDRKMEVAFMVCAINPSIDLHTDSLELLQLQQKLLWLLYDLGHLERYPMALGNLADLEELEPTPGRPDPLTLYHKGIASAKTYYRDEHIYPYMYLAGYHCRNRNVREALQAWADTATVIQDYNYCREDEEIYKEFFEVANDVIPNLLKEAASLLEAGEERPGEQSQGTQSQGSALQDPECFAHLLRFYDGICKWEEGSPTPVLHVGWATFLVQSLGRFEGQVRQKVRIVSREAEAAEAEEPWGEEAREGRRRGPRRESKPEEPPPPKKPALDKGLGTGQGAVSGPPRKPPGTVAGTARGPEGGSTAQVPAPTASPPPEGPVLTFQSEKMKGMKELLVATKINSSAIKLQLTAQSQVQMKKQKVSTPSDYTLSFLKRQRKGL
MLL CXXC-DNA inh – blocks binding of human MLL CXXC domain to DNA; MLL-CXXC / FITC-HOXA9 DNA fluorescence polarization; Potency, µM (series often up to 115 µM), without a hit: top-dose activity change, negative = inhibition, most hits filed as inhibitors; 290,000 tested, 0.037% active; AID 2662; active means well fitted inhibition curve with a large enough effect in the polarisation, with a control signal flat, not every such curve was filed as active; inconclusive means small, poorly fitted or top-dose-only effect, or effect the other way, or a change in a side signal; inactive means no such curve, though single readings can be large or run the other way; the % refers to the polarisation; further: potency means the concentration at half of the fitted maximal effect
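Steps: dispense CXXC domain solution (7 uM) → pin compounds or unlabeled HOX-A9 DNA control → 5 min ambient → add FLSN-HOX-A9 solution (50 nM) → spin → 30 min ambient → fluorescence polarization. Tris pH 7.5/NaCl/DTT/BSA buffer.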
MBNL1-CUG inh – MBNL1-poly(CUG) RNA binding inhibition; Q9NR56; TR-FRET MBNL1-His/biotin-(CUG)12 binding, 665/545 ratio; Potency, µM (doses to about 57.5 µM), for the others: at the highest dose activity change, negative = inhibition, most hits filed as inhibitors; 280,000 tested, 0.036% active; AID 2675; active means well fitted inhibition curve with a large enough effect in the signal ratio, with a control signal flat, not every such curve was filed as active; inconclusive means small, poorly fitted or top-dose-only effect, or effect the other way, or a change in a side signal; inactive means no such curve, though single readings can be large or run the other way; the % refers to the signal ratio; further: potency means the concentration at half of the fitted maximal effect; on the % scale 0 is the no-effect control and ±100 the full control effect
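Compounds (final 92 nM to 58 uM) are added to His-tagged MBNL1 and biotin-(CUG)12, then terbium anti-His antibody and streptavidin-XL665 (5 nM final). After 60 min at room temperature, the 665/545 nm ratio is read.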
A-T KAP1 phos – potential ataxia-telangiectasia treatments restoring KAP-1 phosphorylation; AID 485349; Potency, µM (top dose mostly 57.5 µM), for inactives: at the highest dose activation, hits mostly activators; […] A-T fibroblasts, KAP-1 phosphorylation AlphaLISA; neocarzinostatin DNA damage 30 min before lysis; 320,000 tested, 0.19% active; further: potency means the concentration at half of the fitted maximal effect; % of control where 0% means no effect; nearly all actives have a fitted effect of over 45% in size
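hTERT-immortalized A-T patient fibroblasts ([…]), 500 cells/well in OPTI-MEM, 1% FBS, got compounds for 60 min, then NCS for 30 min at 37C. Lysates were then assayed for phospho-KAP-1 by AlphaLISA (anti-pKAP1 donor, anti-KAP1 acceptor beads), 6 hr at 25C.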
TSHR antag – antagonists of human thyroid stimulating hormone receptor; TSHR-expressing cells, TSH-stimulated cAMP HTRF, 2 h; active compounds read low; activity change, negative = inhibition, % at 11.5 µM; 330,000 tested, 0.2% active; AID 504810;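 active means activity change below a set negative limit, meaning inhibition stronger than a set level, cut at about -70% in these data; inconclusive means activity change between two set negative limits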; further: on the % scale 0 is the no-effect control and ±100 the full control effect
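Antagonism was scored as loss of TSH-driven cAMP in TSHR cells, stimulated with 4nM TSH (EC80) for 2 hours at 37 deg C and detected by homogeneous HTRF competition immunoassay.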
S-ASM inh – blocks human secretory acid sphingomyelinase. placental ASM, HMU-PC fluorogenic substrate, 60 min. P17405. 340,000 tested, 0.006% active. Potency, µM (doses to about 57.5 µM), for inactives: at the top dose activity change, negative = inhibition, most hits filed as inhibitors; further: potency means the concentration at half of the fitted maximal effect
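Fluorogenic HMU-PC substrate (9 uM final) is turned over by placental ASM in 60 min at 37 C after a 10 min compound preincubation. Reaction ended by alkaline stop (pH 10), with fluorescence read at 386/447 nm.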
Starred values were filed as active, the others as inactive; i = inactive; ? = inconclusive; / = not tested or not shown; & = joins results of further samples; [ ] = dose if it differs, or a comment. Unless noted, the call rests on the fitted dose curve; in most records, active means well fitted curve in the direction sought with a large enough effect; inconclusive means small, poorly fitted or top-dose-only effect, or another doubt; inactive means no such curve, though single readings can be large; an effect the other way counts as inactive or inconclusive. The list is partial; rates above refer to the full screens.

SMILES | Mito fusion act | TCR activator | PTAP TSG101 blk | Integrin act MD | Menin MLL FP TR | MLL CXXC-DNA inh | MBNL1-CUG inh | A-T KAP1 phos | TSHR antag | S-ASM inh
OC(CN1CCOCC1)Cn1c2ccccc2c2ccccc21 (stereo not drawn) | -9.3% | 1.6% | -4.3% | 14.3% | -1.8% | 13.1% | -5.2% | ? | 27.7 | 0.4%
CCOC(=O)CSc1nc2c(sc(=S)n2-c2ccccc2)c(=O)[nH]1 | -8.7% | -1.7% | -4.5% | 24.4% | 27.3% | -1.3% | -28.1% | -1.1% | -9.7 | 1.7%
COc1ccc(NC(=S)Nc2ccccc2)cc1 | -16.2%&-20.4% | 2.9%&-2.2% | -1.6%&-3.3% | -32.3%&-6.3% | 6.6%&10.3% | -3.0%&6.0% | -1.8%&-3.0% | -0.6%&13.6% | -8.3&-5.9 | -1.7%&-0.1%
CC1(Cc2ccc3c(c2)OCO3)NC(=O)NC1=O (stereo not drawn) | -3.1% | 2.8% | -2.6% | 11.7% | 0.7% | -3.8% | -9.2% | -2.5% | 44.5 | 4.5%
CN(Cc1ccccc1)C(=O)c1nc[nH]c1C(=O)N(C)Cc1ccccc1 | -8.3% | -2.1% | -2.5% | -11.9% | / | / | / | 4.1% | -8.6 | 3.6%
CCn1c2ccccc2c2cc(/C=N/NC(=O)c3ccccc3C)ccc21 | 10.9% | 6.4%[46.1 µM] | -0.8% | -0.8% | ? | 5.2% | ? | 7.1% | -5.6 | 13.9%
S=C(NCc1cccs1)Nc1ccc(Cl)cc1 | -12.1% | -3.9% | -2.9% | -22.6% | ? | -4.0% | -0.4% | 1.4% | -1.8 | -2.7%
O=C(Nc1ccc(NC(=O)c2ccc(S(=O)(=O)c3ccccc3)cc2)cc1)c1ccccc1 | -5.1% | 1.3% | -0.5% | 7.1% | 10µM* | 36.5%[activator] | 3.7% | -1.6% | 7.7 | -2.0%
CNC(=O)CCC(=O)Nc1ccc(C(=O)OC)cc1 | -2.4% | 1.0% | -2.6% | 0.0% | -1.2% | 0.3% | -0.9% | 0.2% | -0.3 | -0.2%
CC(C)N1CCC(=O)NC1=O | / | 3.6% | -2.1% | 2.1% | / | / | / | / | / | 6.8%
Cc1ccc(CN(C)C(=O)c2cccc(S(=O)(=O)N3CCN(c4ccccc4)CC3)c2)cc1 | / | -6.5% | -1.2% | -36.3% | / | / | / | / | / | -13.0%
CCOC(=O)N1CCN(C(=O)c2c(-c3ccccc3Cl)noc2C)CC1 | 0.8% | 2.0% | -9.2% | 9.6% | -4.0% | 5.5% | -1.9% | 3.3% | -8.0 | 1.7%
O=C(COc1ccc(F)cc1Br)NCC1(N2CCOCC2)CCCCC1 | 4.2% | -1.3% | -7.5% | ? | / | / | / | -0.6% | -23.8 | 1.4%
COc1ccc(-n2nc(C(=O)NCC(=O)NCc3ccc(F)cc3)c3ccccc3c2=O)cc1 | 4.8% | 1.6% | -6.2% | ? | 28.8% | 2.0% | ? | 0.4% | 15.1 | 0.1%
COc1ccc(C(NC(=O)c2cccc(F)c2)c2ccccc2)cc1 (stereo not drawn) | 2.8% | -0.6%[46.1 µM] | -1.4% | 13.7% | 0.5% | 1.2% | -8.6% | 1.6% | 9.5 | -0.1%
O=C(NCCC1=CCCCC1)c1cc(S(=O)(=O)N2CCCCC2)ccc1Cl | 0.7% | -4.2% | 0.9% | 0.0% | / | / | / | -1.6% | -18.1 | 5.4%
Cc1[nH]c2ccc(C(=O)N3CCC(C(N)=O)CC3)cc2c1C | / | 2.5% | -1.8% | 27.3% | / | / | / | -3.0% | -10.0 | 5.3%
COc1ccc(C(=O)C2CCCN(Cc3ccc(C#CCCO)cc3)C2)cc1F (stereo not drawn) | 4.3% | -7.9% | -3.3% | 0.0% | 16.6% | -4.6% | -9.2% | 1.5% | 8.4 | -2.5%
COc1ccc(CC(=O)NCC2CCCCC2)cc1OC | ? | -5.0% | -4.4% | 17.7% | -1.5% | 10.0% | -4.6% | -6.5% | -0.3 | 0.9%
O=C1CCC/C(=N/NC(=O)c2sc3ccccc3c2Cl)C1 | 9.6% | -4.2% | ? | 4.4% | / | ? | 17.3% | 14.1% | -2.7 | -1.2%
CC1CCCC(C)N1C(=O)CSc1ccc(-c2ccc3c(c2)OCCO3)nn1 (stereo not drawn) | 5.2% | -2.4% | -2.0% | 9.7% | -6.1% | -2.6% | -7.9% | 2.0% | -26.3 | -2.2%
CCN1CCN(C(=O)c2cc3c(=O)n4ccccc4nc3s2)CC1 | -2.6% | -1.2% | -2.6% | -9.7% | 0.9% | 2.7% | ? | -0.9% | 0.5 | i
O=C(COc1ccc2c(c1)CCC2)N1CCc2ccccc21 | 3.1% | / | -0.5% | -36.4% | 0.4% | 7.1% | -4.8% | -1.4% | -16.7 | -2.6%
CCCCOP(=O)(c1ccc(N(C)C)cc1)C(O)c1ccc(N(C)C)cc1 (stereo not drawn) | -0.9% | -14.0% | -3.8% | -16.4% | ? | -1.0% | -1.3% | -13.6% | 26.3 | 4.9%
O=C1c2cccc3cccc(c23)C(=O)N1CCCN1CCN(c2ccc(F)cc2)CC1 | -8.0% | 2.6% | -1.0% | -1.5% | -23.2% | 15.0% | ? | -4.5% | -5.0 | -8.1%
CC(=O)c1cccc(NC(=O)C2CCCN(S(=O)(=O)c3ccccc3)C2)c1 (stereo not drawn) | 2.3% | 4.8% | 0.0% | 15.0% | -4.8% | 5.7% | 1.4% | 2.5% | -3.7 | -0.2%
COC(=O)c1sc(NC(=S)NC(=O)c2ccccc2C)nc1C | 8.2% | 2.2% | 1.2% | -0.6% | 3.9% | -1.7% | 17.9% | 3.8%[11.5 µM] | -12.7 | -5.7%
Cc1ccc(OCC(=O)NNC(=O)c2cc(C)[nH]n2)cc1 | -9.5% | -5.7%[46.1 µM] | -1.2% | -12.0% | -11.6% | -0.7% | / | 6.1% | -3.3 | -2.5%
COc1cccc(NS(=O)(=O)c2ccc(S(=O)(=O)N3CCCC3)cc2)c1 | -6.8% | 3.7% | -2.3% | 2.5% | / | / | / | 4.6% | 12.0 | 5.3%
CN(C)CCCn1c(SCC(=O)Nc2sc3c(c2C#N)CCCC3)nnc1-c1ccncc1 | -15.9% | -2.5% | -1.0% | -18.6% | -7.2% | 2.6% | 2.0% | 0.4% | -8.0 | -1.5%
COc1ccc(C(C)=O)c(OC(=O)c2ccco2)c1 | -2.4% | -2.5% | -0.6% | 22.5% | 10.5% | 79.9%[activator] | -10.2% | 10.2% | -3.9 | 2.3%
Cc1cn(CC(=O)NCC(c2ccccc2)c2ccccc2)c(=O)[nH]c1=O | / | 5.3% | 0.1% | -4.7% | / | / | / | / | / | 2.0%
Cc1ccc(CNC(=O)c2ccccc2NC(=O)CN2CCN(C)CC2)cc1 | 1.9% | 0.6% | -7.6% | 16.8% | -12.1% | 1.5% | -1.7% | -4.9% | -7.3 | -4.1%
O=C(CSC1=N/C(=C/c2ccc(Cl)c(Cl)c2)C(=O)N1c1ccccc1F)NC1CC1 | 4.3% | -0.3%[46.1 µM] | 1.7% | -18.0% | 7.3% | 9.2% | -0.7% | -1.8% | 5.0 | /
COc1ccc(N(C(C)C(=O)NCc2ccco2)S(C)(=O)=O)cc1 (stereo not drawn) | -2.0% | 1.9% | 0.3% | -31.1% | 2.9% | -5.5% | 0.5% | -0.5% | 6.1 | -0.2%
CC(C)(CNC(=O)c1sc2cc(F)ccc2c1Cl)N1CCOCC1 | 15.0% | -9.4%[46.1 µM] | 1.3% | 6.7% | ? | 21.5% | 35.1%[activator] | 3.9% | 10.8 | -2.2%
Cc1cc(Nc2ccc(F)c(F)c2)nc(-c2ccccc2O)n1 | 4.6% | 1.4% | -5.6% | 0.0% | / | -10.1% | / | 3.9% | 9.0 | 15.1%
O=C(NC(=S)N1CCc2ccccc21)c1ccccc1Br | 24.3% | 0.3%[46.1 µM] | -2.5% | 5.6% | -5.7% | 16.2% | -22.1% | -5.3% | 11.5 | -0.8%
O=C(NC(=S)Nn1cnc2c(cnn2-c2ccccc2)c1=O)c1ccc(Oc2ccccc2)cc1 | -2.7% | 7.2%[46.1 µM] | 0.5% | 8.3% | -20.5% | 15.3% | / | -1.6% | -5.7 | -1.0%
O=c1[nH]c(/C=C\c2ccc(O)c(Cl)c2)nc(O)c1[N+](=O)[O-] | -3.9% | 6.5% | -3.0% | -19.1% | ? | -17.8% | 8.8% | -19.1% | 6.4 | -3.7%
CCCCn1c(N)c(N(CC(C)C)C(=O)c2cc3ccccc3cc2OC)c(=O)[nH]c1=O | / | 3.0% | -4.0% | 15.6% | / | / | / | / | / | -0.6%

High-throughput results from PubChem BioAssay.
